BaF3 parental – parental Ba/F3 viability inhibition as JAK2V617F counter-screen | inhibition, % at 5.6 µM | actives 1.1% (n = 220,000) | CellTiter-Glo ATP luminescence;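 active = inhibition above a per-campaign cutoff, the mean inhibition of all tested compounds plus 3 SD, cut at about 27% in these data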;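 also: 0% = DMSO wells and 100% = JAK Inhibitor I control wells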
Ba/F3 V617F tox – reduce viability of Ba/F3 cells dependent on JAK2V617F; Ba/F3 EpoR-JAK2V617F viability, ATP luminescence; inhibition, % at 5.6 µM; actives 1.1% (n = 220,000);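 active = inhibition above the campaign mean plus 3 SD over all tested compounds, cut at about 24% in these data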;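 also: cytokine-independent growth of Ba/F3 cells driven by EpoR plus mutant JAK2; 0% = DMSO-treated cells and 100% = JAK inhibitor I control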
S1P4 antag – blocks the human S1P4 receptor; S1P4-expressing cells, antagonist mode, reporter read-out; inhibition, % at 4.98 µM; actives 0.26% (n = 220,000); in the data active = inhibition above about 29%;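 also: 0% = wells stimulated with agonist and 100% = vehicle wells without agonist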
Target sequence (O95977 whole entry, looked up): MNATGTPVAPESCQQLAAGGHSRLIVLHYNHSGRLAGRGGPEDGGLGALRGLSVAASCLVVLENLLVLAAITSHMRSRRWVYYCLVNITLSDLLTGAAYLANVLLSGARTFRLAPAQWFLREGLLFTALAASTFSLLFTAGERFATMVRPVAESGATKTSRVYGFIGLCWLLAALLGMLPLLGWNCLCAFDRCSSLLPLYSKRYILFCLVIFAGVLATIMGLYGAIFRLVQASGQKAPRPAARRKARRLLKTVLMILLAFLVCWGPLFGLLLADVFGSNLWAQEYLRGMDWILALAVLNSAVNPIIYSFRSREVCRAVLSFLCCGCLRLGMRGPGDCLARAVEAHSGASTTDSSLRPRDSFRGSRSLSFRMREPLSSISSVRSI
NPY-Y1 antag – NPY-Y1 (human) receptor antagonism; P25929; HEK293-CNG Y1 cells, membrane potential fluorescence; NPY at EC95, then isoproterenol; inhibition, % at 3.6 µM; actives 1% (n = 200,000); AID 1040;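 active = inhibition above the campaign mean inhibition of all tested compounds plus 3 SD, cut at about 20% in these data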;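 also: 0% = DMSO wells given NPY plus isoproterenol and 100% = isoproterenol alone without NPY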
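Material: HEK293 cells co-expressing NPY Y1 receptor and cyclic-nucleotide gated channel. Timing: compound incubation 1 h at room temperature, readout 45 min post-stimulation. Signal: fluorescence, membrane potential probe.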
S1P4 agonist – agonists of human S1P4 receptor | S1P4-expressing cell line, agonist reporter assay | O95977 | activation, % at 4.98 µM | actives 0.35% (n = 220,000) | AID 1509; in the data active = activation above about 11%;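 also: 0% = DMSO vehicle and 100% = reference agonist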
NPY1 pot ag – potentiators or agonists of human neuropeptide Y receptor Y1; NPY-Y1 expressing cells, potentiator/agonist activation; activation, % at 3.6 µM; actives 0.37% (n = 220,000); P25929; in the data active = activation above about 33%, passing the limit was not always enough;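 also: cells stimulated with NPY at EC10 then isoproterenol at EC100; 0% = low agonist plus stimulus and 100% = saturating agonist plus stimulus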
NCF1 inh – blocks human p47phox regulatory protein of NADPH oxidases; P14598; p47phox/p22phox peptide binding, fluorescence polarization, 2 h; inhibition, % at 24.7 µM; actives 0.53% (n = 220,000); AID 1274;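 active = inhibition above about 30%, limit read from the data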;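 also: 0% = p47phox with labelled peptide and 100% = labelled peptide alone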
Target sequence (P14598 whole entry, looked up): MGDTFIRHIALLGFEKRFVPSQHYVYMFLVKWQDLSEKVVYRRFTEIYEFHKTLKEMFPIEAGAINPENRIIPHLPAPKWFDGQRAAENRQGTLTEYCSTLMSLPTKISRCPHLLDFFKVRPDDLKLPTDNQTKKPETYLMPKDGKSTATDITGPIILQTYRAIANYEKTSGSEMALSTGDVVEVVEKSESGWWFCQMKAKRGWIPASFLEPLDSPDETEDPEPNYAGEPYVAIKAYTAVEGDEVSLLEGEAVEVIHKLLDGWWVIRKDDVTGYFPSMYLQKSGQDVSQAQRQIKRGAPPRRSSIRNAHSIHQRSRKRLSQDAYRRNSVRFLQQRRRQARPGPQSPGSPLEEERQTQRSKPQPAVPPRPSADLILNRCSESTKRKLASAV
NPY-Y2 PAM-ag – potentiators or agonists of human neuropeptide Y receptor Y2. P49146. cells expressing NPY-Y2, potentiator/agonist read-out. actives 0.45% (n = 220,000). activation, % at 3.6 µM. AID 1359; in the data active = activation above about 27%;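 also: cells stimulated with NPY near EC25 plus isoproterenol at EC100; 0% = vehicle plus submaximal agonist and 100% = vehicle plus saturating agonist; some results beyond the cut were filed as inactive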
CHOP inh – blocks CHOP induction under ER stress. CHO-K1 CHOP-promoter luciferase, tunicamycin-induced, 15-18 h. inhibition, % at 10 µM. actives 3.8% (n = 220,000). AID 2732;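 active = compounds that reduced the stress-induced luciferase reporter signal by more than about 70% of percent inhibition, limit read from the data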;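 also: 0% = tunicamycin plus vehicle and 100% = wells without tunicamycin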
* = called active by the depositor; nt = no result given.

SMILES	BaF3 parental	Ba/F3 V617F tox	S1P4 antag	NPY-Y1 antag	S1P4 agonist	NPY1 pot ag	NCF1 inh	NPY-Y2 PAM-ag	CHOP inh
COc1cc(C=O)ccc1OCc1cccc(Br)c1	5	1	-20	-2	2.3	3	-15	-5	-13
CN(C)C(=O)c1cc(C(=O)c2ccccc2Cl)c[nH]1	0	-4	-7	0	-1.4	22	-5	1	10
COc1ccc(CNC(=O)C2CCNCC2)cc1	7	1	-8	4	1.6	0	-1	4	28
CCCC(=O)Oc1ccc(-c2nccc(C(OC)OC)n2)cc1	0	-1	7	3	-1.0	6	0	-2	20
NC(=S)N/N=C/c1ccc([N+](=O)[O-])cc1	-1	8	-19	0	1.0	-2	-2	1	15
COc1ccc(Cl)cc1N(C(C)C(=O)O)S(C)(=O)=O (stereo not given)	2	-1	-4	-1	0.4	-1	-12	6	-2
O=C(Nc1ccc(F)cc1)N1CCc2ccccc2C1	4	1	-13	0	-0.4	14	2	3	-33
COc1ccc(CN(Cc2cccn2C)S(=O)(=O)c2ccc(F)cc2)cc1	4	0	-5	nt	-1.4	5	-7	-4	4
CCCN(CCC)CCCNC(=S)Nc1ccc2nc(N3CCCC3)cc(C)c2c1	1	-1	0	22*	1.2	-25	25	-11	9
O=C(CN1CCC(n2nnc3cc(C(F)(F)F)ccc32)CC1)Nc1ccc2c(c1)OCCO2	5	3	-9	10	1.9	-37	-9	-31	43

Profiles, quoted from the list. Order of screens: BaF3 parental	Ba/F3 V617F tox	S1P4 antag	NPY-Y1 antag	S1P4 agonist	NPY1 pot ag	NCF1 inh	NPY-Y2 PAM-ag	CHOP inh
Shown for COc1cc(C=O)ccc1OCc1cccc(Br)c1 = 5	1	-20	-2	2.3	3	-15	-5	-13
Shown for COc1ccc(Cl)cc1N(C(C)C(=O)O)S(C)(=O)=O (stereo not given) = 2	-1	-4	-1	0.4	-1	-12	6	-2
Shown for COc1ccc(CNC(=O)C2CCNCC2)cc1 = 7	1	-8	4	1.6	0	-1	4	28

(further entries)
SMILES	BaF3 parental	Ba/F3 V617F tox	S1P4 antag	NPY-Y1 antag	S1P4 agonist	NPY1 pot ag	NCF1 inh	NPY-Y2 PAM-ag	CHOP inh
Cc1c(C(=O)N(C)C)sc2nc(-c3ccccn3)[nH]c(=O)c12	6	-1	19	0	-0.8	3	-3	6	-12
CCOC(=O)C1=C2SCC(=O)N2C(N)=C(C#N)C1	4	-5	-13	-2	1.0	9	-13	-17	-8
CCOC(=O)c1c(C)[nH]c(N=Nc2ccc(C)cc2C)c1C	3	5	-16	2	0.3	-43	-8	-22	22
CCc1nc(Sc2nc(C)cc(C)n2)c2oc3ccccc3c2n1	-12	-2	-6	-8	1.3	-5	-11	14	45
Cc1ccc(Cn2nnc3c(=O)[nH]c(C4CCCN(C(=O)Nc5ccc(F)cc5F)C4)nc32)cc1 (stereo not given)	0	-1	-9	0	-1.0	18	-7	-5	17
O=C(c1ccc2nc(N3CCOCC3)sc2c1)N1CCC(Cc2ccccc2)CC1	3	-6	-17	2	0.9	-14	-9	-19	58
COc1ccc2c(CC(=O)OCC(=O)Nc3ccccc3[N+](=O)[O-])coc2c1	3	-3	-22	10	0.5	-13	-20	4	12
CCOCC(=O)N1CCN(c2cccc(Cl)c2)CC1	7	2	3	-3	-0.6	17	-3	-13	27
COc1ccc(-n2cnnc2SCC(=O)N(C)C2CCS(=O)(=O)C2)cc1 (stereo not given)	4	0	-19	-2	1.2	10	-7	5	-10
COc1ccc(-n2cc(C(=O)c3cc4ccccc4oc3=O)c(C(C)=O)n2)cc1	5	1	3	-1	-1.5	-8	-20	-15	0

Single values from the entries so far:
NPY1 pot ag, COc1ccc(-n2cnnc2SCC(=O)N(C)C2CCS(=O)(=O)C2)cc1 (stereo not given) → 10
NPY-Y2 PAM-ag, COc1ccc2c(CC(=O)OCC(=O)Nc3ccccc3[N+](=O)[O-])coc2c1 → 4
S1P4 agonist, Cc1ccc(Cn2nnc3c(=O)[nH]c(C4CCCN(C(=O)Nc5ccc(F)cc5F)C4)nc32)cc1 (stereo not given) → -1.0
CHOP inh, CCOCC(=O)N1CCN(c2cccc(Cl)c2)CC1 → 27

The listing continues:
SMILES	BaF3 parental	Ba/F3 V617F tox	S1P4 antag	NPY-Y1 antag	S1P4 agonist	NPY1 pot ag	NCF1 inh	NPY-Y2 PAM-ag	CHOP inh
CCn1c(SCC(=O)c2[nH]c(C)c(C(C)=O)c2C)nnc1-c1cccs1	4	-1	0	-7	-0.3	7	11	4	41
COc1ccccc1NC(=O)CCN1C(=O)c2ccccc2S1(=O)=O	8	-1	-4	7	0.4	-1	-13	5	5
CC(C)N(C(=O)Cn1cc(SCC(=O)N2CCCC2)c2ccccc21)C(C)C	-3	-4	8	-1	2.2	15	-2	11	-25
O=Cc1cn(CC(O)CN2CCCCC2)c2ccccc12 (stereo not given)	3	-4	-13	4	-0.3	-10	-4	-7	38
CCOc1ccc(CNC(=O)C2CCCN(S(C)(=O)=O)C2)cc1OC (stereo not given)	4	3	8	-6	-1.9	-5	-1	12	46
O=C(Cn1c(=O)sc2ccccc21)Nc1ccccc1C(=O)O	5	0	-2	-5	-0.4	-21	-9	-4	3
COc1cccc(CN(C)CC(=O)Nc2c(C)cccc2C(C)C)c1	3	1	-7	7	1.5	-14	-6	-20	2
Cc1cc(C)cc(N(C(=O)c2ccc3c(c2)OCO3)C2C=CS(=O)(=O)C2)c1 (stereo not given)	6	-1	8	2	-0.3	-15	-3	0	12
CC1=C(C(=O)OCC(C)C)C23C(=O)c4ccccc4C2(O1)OC(N)=C3C#N (stereo not given)	11	4	13	0	-2.1	-2	-4	6	21
COCc1c(C(=O)OCC(=O)N2c3ccccc3NC(=O)C2(C)C)oc2ccccc12	1	-3	-18	-1	-1.0	4	-5	15	-12

Sorted by value in S1P4 agonist (lowest first): five from the list above.
Molecule,S1P4 agonist
CC1=C(C(=O)OCC(C)C)C23C(=O)c4ccccc4C2(O1)OC(N)=C3C#N (stereo not given),-2.1
COCc1c(C(=O)OCC(=O)N2c3ccccc3NC(=O)C2(C)C)oc2ccccc12,-1.0
O=Cc1cn(CC(O)CN2CCCCC2)c2ccccc12 (stereo not given),-0.3
COc1cccc(CN(C)CC(=O)Nc2c(C)cccc2C(C)C)c1,1.5
CC(C)N(C(=O)Cn1cc(SCC(=O)N2CCCC2)c2ccccc21)C(C)C,2.2

Continued.
SMILES	BaF3 parental	Ba/F3 V617F tox	S1P4 antag	NPY-Y1 antag	S1P4 agonist	NPY1 pot ag	NCF1 inh	NPY-Y2 PAM-ag	CHOP inh
NC(=O)NOCc1ccccc1	8	7	-9	7	-0.7	-10	1	-16	-7
O=c1[nH]c2ccc(S(=O)(=O)N3CCN(C4CCCCC4)CC3)cc2[nH]c1=O	-1	-2	-22	3	-4.3	2	-13	-4	-9
COc1ccc(-c2csc(NC(=O)COC(=O)Cc3ccc(Cl)cc3Cl)n2)cc1	0	-2	-10	0	-0.9	-11	-7	-6	47
CC(NC(=O)c1ccccc1NC(=O)c1ccco1)C(=O)O (stereo not given)	1	-2	-8	-5	0.7	-13	-4	3	-15
CCOC(=O)C1(C)C=C(Nc2ccc(OC)cc2)C(=O)N1c1ccc(OC)cc1 (stereo not given)	8	-2	-10	-5	2.2	6	-25	-8	10
COCCN(C(=O)CNC(=O)c1cccs1)C(C(=O)NC1CCCCC1)c1ccco1 (stereo not given)	2	0	-6	12	0.0	0	3	-18	-18
Cc1ccc(CCNC(=O)CN(C)S(=O)(=O)c2ccc3c(c2)n(C)c(=O)c(=O)n3C)cc1	-1	-3	-1	nt	-0.9	-15	-8	-11	-17
COCCCNC(=O)CSc1ccsc1[N+](=O)[O-]	4	0	3	1	2.6	6	-10	7	7
Cn1c(=O)oc2cc(S(=O)(=O)NCCC(=O)Nc3ccc4c(c3)OCCO4)ccc21	1	-4	-15	-3	1.1	8	-8	7	32
Cc1ccc(CN2CCNC(=O)C2CC(=O)N(C)C2CCCCC2)o1 (stereo not given)	2	-1	-12	-2	-1.0	-8	-5	-8	-9
CC(C)N(NC(=O)c1cccc2ccccc12)C(C)C	2	-4	2	0	1.6	15	2	6	-10
Cc1cccc(Nc2nnc(SCC(=O)Nc3cccc(S(=O)(=O)N4CCCCC4)c3)s2)c1	1	2	-7	-2	0.3	-8	-33	18	14
NC(=O)c1c(NC(=O)Cc2cccs2)sc2c1CCC2	11	7	-11	-10	0.3	-14	-7	0	23
c1ccc(CCc2ccccc2-c2nc(-c3ccccn3)no2)cc1	3	0	23	5	1.4	-13	-14	2	18
CC1=NNC(=O)C1C(c1ccc(F)cc1)C(C#N)C#N (stereo not given)	2	-3	16	1	0.7	-1	nt	-12	nt
O=C(CSc1nnc(-c2ccc(Cl)s2)o1)N1CCc2ccccc21	1	-1	-11	3	-0.7	2	nt	12	nt
COc1nnc(-c2ccc(N3CCOCC3)c(NC(=O)c3ccco3)c2)c2ccccc12	3	-2	-16	-2	2.3	-19	-12	15	26
Cc1ccc(S(=O)(=O)N2CCC(C(=O)N[C@H](C(=O)NCc3ccco3)C(C)C)CC2)cc1	6	7	3	0	-1.4	5	-5	-6	35
Cc1cc(C)n(-c2ccc(C(=O)OCC(=O)NCc3ccco3)cc2)n1	2	-1	-9	-4	0.7	-7	0	13	16
Cc1nc2ccccc2cc1C(=O)NCc1ccco1	0	-1	-21	4	0.2	-15	0	-23	12
CCCCCCCCCOC(=O)C[n+]1csc(CCO)c1C	-3	-5	-8	6	-2.0	-40	-6	-10	-13

Compound activity (PubChem BioAssay)
